dFosB activator: enhances mouse delta FosB homodimer DNA binding. P13346. purified delta FosB, TAMRA-CDK5 oligo fluorescence polarization; percent of positive-control signal above neutral wells. hit rate 0.99% among 340,000. activation, % at 25 µM. AID 493131;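 active = mean activation above about 17%, with every replicate also reaching it, limit read from the data, passing the limit was not always enough; inconclusive = only one of the two conditions met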;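 note: fluorescence polarization rise as delta FosB binds a TAMRA Cdk5 AP-1 oligo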
Target sequence (P13346 whole entry, looked up): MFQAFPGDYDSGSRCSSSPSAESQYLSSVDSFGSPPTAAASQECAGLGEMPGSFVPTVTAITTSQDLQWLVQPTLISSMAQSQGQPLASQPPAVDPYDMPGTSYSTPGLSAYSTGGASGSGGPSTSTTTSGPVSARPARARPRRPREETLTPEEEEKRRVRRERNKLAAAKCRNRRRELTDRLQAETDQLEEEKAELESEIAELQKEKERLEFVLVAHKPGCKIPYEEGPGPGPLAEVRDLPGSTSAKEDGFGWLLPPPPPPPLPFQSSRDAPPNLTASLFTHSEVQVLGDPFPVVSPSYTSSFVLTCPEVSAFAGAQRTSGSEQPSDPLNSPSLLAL
PvdQ inh: P. aeruginosa PvdQ acylase inhibition; inhibition, % at 10 µM; hit rate 0.063% among 340,000; AID 488965; purified PvdQ acylase, fluorescence plate reader; in the data active = inhibition above about 30%, passing the limit was not always enough; inconclusive = no clear call, values can overlap the other calls;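 note: 0% = vehicle neutral wells and 100% = reference inhibitor wells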
V-ATPase pH: alters yeast V-ATPase proton transport; S. cerevisiae, pHLuorin cytosolic pH fluorescence; response, % at 10 µM; hit rate 0.37% among 350,000; AID 504577; in the data active = response mostly above about 7.3%, no sharp cut-off; inactive = mostly below about 5.4%; note: actives read high; inactives centre near 0; some compounds called inactive have numbers as strong as hits; reference of the scale not given here
NSD2 HMT inh: inhibitors of human histone methyltransferase NSD2; inhibition, % at 12.5 µM; O96028; hit rate 0.54% among 310,000; AID 743445; NSD2 peptide methylation, AlphaScreen, 120 min; in the data active = inhibition above about 50%
SR-BI DiI inh: blocks mouse SR-BI lipid uptake from DiI-HDL; inhibition, % at 12.5 µM; ldlA[mSR-BI] CHO cells, DiI-HDL uptake fluorescence, 3 h; Q61009; AID 488896; hit rate 0.96% among 320,000;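 active = mean replicate inhibition of at least 70% and a set share of replicates each scoring 70 or more; inconclusive = meets just one of the two criteria; inactive = fails both criteria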;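 note: 0% = median of neutral control wells and 100% = median of positive control wells; values of inactives mirror those of a sister screen read the other way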
Target sequence (Q61009 whole entry, looked up): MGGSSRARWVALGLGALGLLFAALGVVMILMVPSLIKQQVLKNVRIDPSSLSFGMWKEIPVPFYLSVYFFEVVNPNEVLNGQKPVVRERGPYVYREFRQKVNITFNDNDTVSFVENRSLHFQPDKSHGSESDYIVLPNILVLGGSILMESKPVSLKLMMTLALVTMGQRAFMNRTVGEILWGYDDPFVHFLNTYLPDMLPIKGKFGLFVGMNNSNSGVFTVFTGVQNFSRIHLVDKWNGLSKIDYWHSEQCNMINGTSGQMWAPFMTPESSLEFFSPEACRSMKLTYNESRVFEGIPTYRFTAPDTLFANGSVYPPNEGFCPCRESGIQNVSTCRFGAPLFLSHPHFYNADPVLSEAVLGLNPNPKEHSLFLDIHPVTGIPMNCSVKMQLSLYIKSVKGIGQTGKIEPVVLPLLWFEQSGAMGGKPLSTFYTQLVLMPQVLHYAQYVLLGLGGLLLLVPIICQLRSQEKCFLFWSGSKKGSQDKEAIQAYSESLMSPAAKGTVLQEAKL
Wnt bcat act: activates Wnt/beta-catenin signaling in a reporter cell assay | activator, plate reader | activation, % at 9.35 µM | hit rate 1.2% among 300,000; in the data active = activation above about 30%, passing the limit was not always enough; inconclusive = no clear call, values can overlap the other calls;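 note: 0% = neutral control wells and 100% = positive control wells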
MITF act: activators of MITF-driven TRPM1 promoter activity in SK-MEL-5 cells; SK-MEL-5 TRPM1-promoter luciferase, 24 h; % of positive control, neutral wells = 0; activation, % at 12.5 µM; hit rate 0.75% among 300,000; AID 588334;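 active = mean activation of at least 80% with every replicate also reaching 80%; inconclusive = mean reaches 80% but some replicate falls short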;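 note: 0% = neutral control wells and 100% = parthenolide positive control wells; values of inactives mirror those of a sister screen read the other way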
HTR5A ag ctr: counter-screen for OPRM1-OPRD1 agonists: human HTR5A agonism; P47898; HTR5A agonist assay, luminescence, cell-based; activation, % at 9.3 µM; hit rate 0.61% among 340,000; AID 504692; in the data active = activation mostly above about 9.5%, no sharp cut-off; inactive = mostly below about 7.6%;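 note: 0% = cells with vehicle only and 100% = reference agonist; strong numbers were not always called active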
HTR5A inv ag: counter-screen for OPRM1-OPRD1 inverse agonists: human HTR5A inverse agonism; inhibition, % at 9.3 µM; AID 504634; HTR5A cell line, luminescence; hit rate 0.083% among 340,000; in the data active = inhibition mostly above about 23%, no sharp cut-off; inactive = mostly below about 18%;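 note: 0% = cells with DMSO and 100% = no-cell wells with DMSO; some compounds called inactive have numbers as strong as hits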
CDK5 inh: blocks human CDK5/p35 kinase activity; Q00535+Q15078; Recombinant CDK5/p35, ADP-Glo luminescence, 60 min; inhibition, % at 10 µM; hit rate 0.01% among 330,000;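 active = highest replicate inhibition of at least 50% and at least 75% of replicates reaching 50%; inconclusive = only one of the two criteria met; inactive = both criteria failed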;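 note: plate controls were DMSO neutral control for no effect and GW8510 at 10 µM for full effect; many of its hits are not listed in these tables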
* marks the source's active call; other numbers are inactive results; ? = inconclusive; / = no result given. Not a hit list; overall some 5% were active at least once.

Each structure is followed by: dFosB activator, PvdQ inh, V-ATPase pH, NSD2 HMT inh, SR-BI DiI inh, Wnt bcat act, MITF act, HTR5A ag ctr, HTR5A inv ag, CDK5 inh
COc1cccc(S(=O)(=O)Nc2ccc(C(=O)N3CCOCC3)cc2)c1
    -7, 5, 0, -1, -4, /, 0, 3, 26, 3.4
O=C(N/N=C/c1cccc(OCc2ccccc2)c1)c1ccc(Br)cc1
    -3, -7, -2, -1, 5, 6, 11, 0, -1, 1.0
CC(=O)Nc1cccc(NC(=O)c2ccccc2OCc2ccccc2)c1
    ?, -11, -6, 1, 66, 3, 10, 8, -22, -0.5
Cc1onc(-c2c(Cl)cccc2Cl)c1C(=O)N/N=C(\N)COc1ccc(Cl)cc1
    -12, 8, 2, -2, -5, /, /, 4, -32, -0.8
O=S(=O)(Nc1ncccn1)c1ccc(NC(=S)NCc2ccco2)cc1
    3, -19, -1, -3, -11, -3, -3, -1, 2, -0.3
Cc1ccccc1OCC(=O)N/N=C/c1ccncc1
    3, -8, 2, 5, -39, 0, 6, 1, -2, -4.0
CN(C(=S)NC(=O)Cc1ccccc1)c1ccccc1
    3, -17, -1, -5, /, 9, -1, 0, 0, -0.7
Cc1cccc(NC(=S)NC2CC3CCC(C2)N3Cc2ccco2)c1C (centres undefined)
    2, -9, 1, 3, -26, /, -9, -3, 9, 0.2
O=C(NC1CCCCC1)C(c1cccnc1)N(C(=O)CCl)c1ccc(F)cc1 (centres undefined)
    2, 15, 1, 13, -18, -2, -86, 10, -28, 1.5
COc1ccccc1NC(=O)CSc1nc2ncccc2[nH]1
    -3, -16, 0, /, 13, 0, -10, 5, -12, -0.5
O=C(COc1ccccc1C(=O)c1cnn(-c2ccccc2)c1)Nc1ccc2ccccc2c1
    9, 3, 3, -1, 11, 7, 114*, 6, -1, 3.8
CCOC(=O)[C@H]1[C@H]2COc3ccccc3[C@@H]2N2C(=O)c3ccccc3NC(=O)[C@@]12C
    -1, -1, 1, /, -5, 0, 1, -2, -11, -0.1
O=C(Nc1nc2ccsc2c(=O)s1)c1ccc(Cl)cc1
    4, -20, 2, -2, -3, 2, /, -7, -14, -9.4
Cc1cc(C)c(C#N)c(SCC(=O)Nc2ccccc2C(N)=O)n1
    1, 8, 2, -2, 11, /, /, 3, -14, -0.4
CC(C)=CC(=O)NCc1c(Cl)cccc1-n1cccc1
    1, -5, 8, -3, -21, -5, -11, -4, 5, 0.0
c1ccc2c(-c3ccc(OCCN4CCCCC4)cc3)c(-c3ccsc3)sc2c1
    5, -9, 2, /, 43, -15, 20, 2, -9, 0.0
COc1ccccc1C(=O)OCC(=O)NC1CCCC1
    5, -13, 259*, -1, -6, 1, 45, -2, 9, -0.4
O=C1NC(=NCc2ccccc2)S/C1=C\c1ccccc1
    -5, 0, 0, 2, -10, /, -2, -3, -17, -0.3
COc1ccc(CN(CC(=O)NCC2CCCO2)C(=O)CNS(=O)(=O)c2ccccc2)cc1 (centres undefined)
    6, -20, -1, -5, -34, -1, -9, 3, -8, -0.9
O=C(/C=C/c1ccc(Cl)cc1Cl)NCCSCc1ccccc1
    -7, -12, 2, -4, -28, /, 5, 2, -8, -1.0

Each structure is followed by: dFosB activator, PvdQ inh, V-ATPase pH, NSD2 HMT inh, SR-BI DiI inh, Wnt bcat act, MITF act, HTR5A ag ctr, HTR5A inv ag, CDK5 inh
O=C1CCC/C=C\C[C@@H](CC(=O)N(CCO)Cc2ccccc2)C(=O)N2CCC[C@H]2CO1
    4, -6, -1, /, -18, 3, -2, 2, 8, -2.7
COc1cc2cc(C)c(SCC(=O)N3CCN(C(=O)c4ccco4)CC3)nc2cc1OC
    -5, 18, -2, /, /, -2, -4, 1, 17, 2.2
CCOC(=O)CNC(=O)CSc1nc2cccnc2n1C
    0, -5, 0, 4, -18, /, -4, 1, -16, -1.7
CCCc1nc2ccc(NC(=O)c3cccs3)cc2c(=O)n1Cc1ccccc1Cl
    -15, -9, 4, 0, 58, -2, 6, -3, 13, -4.3
O=C(COC(=O)c1ccc2c(c1)S(=O)(=O)N=C1CCCCCN12)NCc1cccs1
    -3, -22, -1, -7, /, 6, 3, 5, -12, -1.4
COc1ccc(C)cc1NC(=S)NNC(=O)c1ccccc1Cl
    -2, -12, 1, 3, -10, -2, 0, 0, 5, 1.9
Cc1cnc(CNC(=O)CC2C(=O)NCCN2Cc2ccccc2F)cn1 (centres undefined)
    -4, -5, 1, 3, -39, -4, -7, 3, 8, -0.5
COc1cccc(CN2CCC(C(=O)Nc3ccc(-c4cccc(C)c4)cc3)CC2)c1O
    40*, -17, -3, /, 35, -2, /, -4, 14, 0.0
Cc1cc(NC(=O)c2ccccc2C)no1
    -4, 11, 10, 4, -26, 5, 36, 7, 12, 1.8
COc1ccc(/C=N/NC(=S)NCC2CCCO2)cc1 (centres undefined)
    2, 14, -1, 1, 10, 2, 1, -6, -19, 1.6
Nc1cnc(Nc2ccc(Br)cc2)nc1N
    0, -8, -3, 5, -3, 2, 72, -1, 2, -0.1
Cc1ccc(C(=O)/C=C/Nc2ccccc2C(N)=O)cc1
    -6, -3, 2, 2, 5, 39*, 1, 7, -2, 2.1
CN(C)CCOc1ccc(-c2c(-c3ccccc3)sc3ccccc23)cc1
    5, 2, -3, /, -15, -4, -59, 14, -37, -0.4
O=C(Oc1cccc(-n2cnnn2)c1)c1ccco1
    -3, -2, 0, 1, 10, /, -9, 9, -23, 0.3
COc1ccc(NC(=O)Cn2ncn3c(cc4ccccc43)c2=O)c(OC)c1OC
    -14, 2, 0, -15, -25, -3, -10, -5, 20, 0.3
COc1cccc(-c2nc(N3CCN(Cc4ccccc4)CC3)c3ccccc3n2)c1O
    -7, -8, 1, -1, /, 14, 6, 7, 21, 0.6
CCCc1cc(=O)[nH]c(SCC(=O)N(C)CC(=O)Nc2ccccc2CC)n1
    -3, -10, -1, -4, -3, 14, 0, 1, 6, -0.4
O=C(CSc1nnc2n1CCCN2)c1ccc(Cl)cc1
    -7, 2, -2, 0, -39, /, 5, -4, 8, -0.1
C=C1SC(Nc2c(C)cc(C)cc2C)=NC12CCCCC2
    0, -5, -2, 1, 23, 0, /, 4, -27, -0.3
O=C(Cc1ccc(NC(=O)C2CCN(C(=O)c3ccccc3)CC2)cc1)Nc1ccc(C(=O)N2CCOCC2)cc1
    1, 5, -2, /, /, 0, 8, -3, 10, 1.0

Reprinted from the part before: five entries; new compounds follow.
Each structure is followed by: dFosB activator, PvdQ inh, V-ATPase pH, NSD2 HMT inh, SR-BI DiI inh, Wnt bcat act, MITF act, HTR5A ag ctr, HTR5A inv ag, CDK5 inh
COc1cccc(-c2nc(N3CCN(Cc4ccccc4)CC3)c3ccccc3n2)c1O
    -7, -8, 1, -1, /, 14, 6, 7, 21, 0.6
CCCc1cc(=O)[nH]c(SCC(=O)N(C)CC(=O)Nc2ccccc2CC)n1
    -3, -10, -1, -4, -3, 14, 0, 1, 6, -0.4
O=C(CSc1nnc2n1CCCN2)c1ccc(Cl)cc1
    -7, 2, -2, 0, -39, /, 5, -4, 8, -0.1
C=C1SC(Nc2c(C)cc(C)cc2C)=NC12CCCCC2
    0, -5, -2, 1, 23, 0, /, 4, -27, -0.3
O=C(Cc1ccc(NC(=O)C2CCN(C(=O)c3ccccc3)CC2)cc1)Nc1ccc(C(=O)N2CCOCC2)cc1
    1, 5, -2, /, /, 0, 8, -3, 10, 1.0
COc1ccc(NC(=O)c2ccc(-n3cncn3)c([N+](=O)[O-])c2)cc1OC
    -3, 3, 5, 1, 45, 0, -9, -1, 6, 0.0
O=C(Nc1ccc(N2CCOCC2)cc1)C1CC1
    -3, -4, -2, -2, -50, 11, /, -2, 6, -0.7
Cc1cc(C)c(C)c(S(=O)(=O)N2CCC(C(=O)N3CC(C)CC(C)C3)CC2)c1C (centres undefined)
    -2, 10, 7, 0, 39, -4, 9, -1, 4, 0.6
Cc1ccc(SCc2cc(=O)[nH]c(N3CCOCC3)n2)cc1
    -4, -2, 2, 5, -22, -3, 1, 0, -6, -3.4
COc1ccc(C)cc1NC(=O)CSc1nc(SC)ns1
    -7, -12, -1, -2, 32, /, -7, 9, -8, -0.4
CCCNC(=O)C1(CC2CC(c3ccccc3)=NO2)CCN(C(=O)c2cc(OCC)c(OCC)c(OCC)c2)CC1 (centres undefined)
    -9, -15, -13, /, 67, -5, -5, 0, -1, -4.2
Cc1ccc(-c2nc(NC(=O)c3nn(C)cc3[N+](=O)[O-])sc2C)cc1C
    6, -15, -2, /, 74*, -14, -79, 17*, 2, 2.3
COc1ccc(N=Cc2c(O)c3ccccc3oc2=O)cc1
    -9, -1, -1, -3, 6, ?, -1, -1, 3, 0.3
O=C(NC(Cc1ccccc1)C(=O)O)OCC1c2ccccc2-c2ccccc21 (centres undefined)
    -2, -12, -1, 4, -1, 1, 4, -3, 9, -0.3
C=CCn1c(SCC(=O)N(CC)C2CCS(=O)(=O)C2)nc2sc3c(c2c1=O)CCC3 (centres undefined)
    -13, -5, 5, 2, 7, -3, -8, -1, 2, -0.1
CCC1CCCCN1C(=O)CSc1nnc(CNC(=O)c2cc(OC)c(OC)c(OC)c2)o1 (centres undefined)
    -10, -6, 0, 34, 14, /, /, 2, 14, -0.2
Cc1cccc(-c2nc(CS(=O)CC(=O)NC(C)CCc3ccccc3)c(C)o2)c1 (centres undefined)
    -4, -13, -1, 9, 15, 4, -6, -3, 11, -2.0
Cc1ccc(S(=O)(=O)/N=C/c2cc(Br)ccc2O)cc1
    0, 3, -1, 1, /, -1, -2, 2, 3, 0.3
O=[N+]([O-])c1ccc2c(c1)oc1ccccc12
    -6, 0, 1, 2, 38, 4, -2, -8, 8, -1.9
COc1cccc(NC(=O)COc2ccc3c(c2)CCC3)c1
    -10, -11, -1, -1, -2, 11, 34, -5, -7, -0.3
O=C(Nc1cccnc1)c1ccc(Cl)c(S(=O)(=O)N2CCCCC2)c1
    -15, -19, 1, -3, 1, 11, -2, 1, -6, -1.4
COc1ccc(N(C)S(=O)(=O)c2cccc(C(=O)OCC(=O)c3c(N)n(C)c(=O)n(C)c3=O)c2)cc1
    11, -19, 4, -1, 20, -6, 0, 0, 1, -0.2
COCC(=O)N1CCC(Oc2cccc(C(=O)NCc3ccccn3)c2)CC1
    -6, -11, 2, 1, -16, 2, -8, 1, -4, /
C/C=C(\C)C(=O)N[C@@H](C)CN1C2=NC[C@H](C(C)C)N2C[C@H]1Cc1ccc(OC)cc1
    -4, -15, 11, /, -6, 1, -4, -1, 4, -2.1
CC(C)(Oc1ccc(Cl)cc1)C(=O)OCC(=O)Nc1ncc(Cl)cc1Cl
    -5, -7, -3, -1, -41, -5, -16, 2, -4, -1.9

Reprinted at random: two compounds from above, in no set order.
Each structure is followed by: dFosB activator, PvdQ inh, V-ATPase pH, NSD2 HMT inh, SR-BI DiI inh, Wnt bcat act, MITF act, HTR5A ag ctr, HTR5A inv ag, CDK5 inh
CC(C)(Oc1ccc(Cl)cc1)C(=O)OCC(=O)Nc1ncc(Cl)cc1Cl
    -5, -7, -3, -1, -41, -5, -16, 2, -4, -1.9
O=C(Oc1cccc(-n2cnnn2)c1)c1ccco1
    -3, -2, 0, 1, 10, /, -9, 9, -23, 0.3
